# UbGFP stabilizer: inhibits proteasome, raising ubiquitin-GFP reporter fluorescence | Potency, µM (top dose mostly 45.9 µM), for inactives: top-dose activation (GFP accumulation), actives largely listed as activators | 67,000 tested, under 10 active | Ubiquitin-GFP reporter cells, proteasome inhibition, GFP fluorescence; response scale: untreated = 0%, 10 µM MG-132 = 100%; active means well fitted activation curve with a large enough effect, not every such curve was filed as active; inconclusive means small, poorly fitted or top-dose-only effect, or another doubt; inactive means no such curve, though single readings can be large or run the other way; further: potency means the concentration at half of the fitted maximal effect
#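 Proteasome block read as GFP accumulation: ubiquitin(G76V)-GFP U2OS cells exposed to compound (2.9 nM–46 uM) for 4 hr at 37 C. Normalization used untreated cells as 0% and 10 uM MG-132 as 100%; concentration-response curves fitted.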
# HEK293 cAMP ctrl: raises cAMP in parental HEK293 cells, TSHR agonist counter-screen; parental HEK293 CNG cAMP sensor, membrane potential fluorescence; AID 938; Potency, µM (doses to about 57.1 µM), for the others: at the top dose activation, most hits filed as activators; 73,000 compounds, 2.5% hits; further: potency means the concentration at half of the fitted maximal effect; % of control where 0% means no effect; nearly all actives have a fitted effect of over 55% in size
#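 Counterscreen for endogenous-receptor signalling: CNG-channel HEK 293 cells report cAMP rise by membrane depolarization. After 60 min dye equilibration with 100 uM RO 20-1724, compounds incubated 30 min before bottom-read fluorescence at 590 nm.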
# Casp7 inh: caspase-7 (human) inhibition, allosteric or competitive | Potency, µM (top dose mostly 57.5 µM), for inactives: top-dose activity change, negative = inhibition, usual class: inhibitors | recombinant caspase-7, Ac-DEVD-AFC fluorescence rate | AID 889 | 75,000 compounds, 0.02% hits; active means well fitted inhibition curve with a large enough effect in the main read-out, with a control signal flat, not every such curve was filed as active; inconclusive means small, poorly fitted or top-dose-only effect, or a change in a side signal; further: potency means the concentration at half of the fitted maximal effect; % of control where 0% means no effect
# Epigenetic mod: epigenetic modulators derepressing GFP locus in mouse cells. AID 597. Potency, µM (titrated, usually from 46.1 µM), without a hit: at the top dose GFP derepression (activation). 68,000 compounds, 0.09% hits. mouse C127i GFP locus derepression, cytometry, 30 h; further: % of control where 0% means no effect
#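 Derepression screen: silenced CMV-GFP reporter in murine C127i cells, 30 h compound incubation at 37 C, washed cells imaged by laser-scanning cytometer to enumerate GFP-expressing objects of 20 to 120 um.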
# A350 fluor: A350 region autofluorescence | Compound autofluorescence, 340/450 nm, Alexa 350 dye-equivalents; stronger effect = higher value | max dye-equivalent concentration, M | 59,000 compounds, 11% hits | AID 590; in the data active means max dye-equivalent concentration above about 10 nM; inconclusive means mostly about 1.1 nM to 9.6 nM
# 4-MU autofl: compounds fluorescent in 4-MU spectral region; 59,000 compounds, 11% hits; max dye-equivalent concentration, M; compound autofluorescence, 340/450 nm, 4-MU equivalents; stronger effect = higher value; AID 589; in the data active means max dye-equivalent concentration above about 10 nM; inconclusive means mostly about 1.1 nM to 9.6 nM
#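 Compounds in 100 mM Tris, pH 8.0, incubated 15 min at room temperature, then fluorescence read at 340 nm excitation/450 nm emission. Signal converted to 4-MU dye-equivalent concentration using an on-plate six-point 4-MU standard curve.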
# BRCT PPI green: blocks human BRCA1 BRCT binding to phosphopeptide, green readout; BRCA1 BRCT-phosphopeptide binding, green fluorescence polarization; P38398; Potency, µM (doses to about 76.9 µM), for the others: at the highest dose activity change, negative = inhibition, usual class: inhibitors; 75,000 compounds, 0.05% hits;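 further: potency means the concentration at half of the fitted maximal effect; plate controls were peptide without protein for full effect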
#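 Fluorescence polarization: His-tagged BRCT (~35 kDa BRCA1 C-terminus, 250 nM) bound to 100 nM fluorescein-labeled phosphorylated 10-aa BACH1 peptide, pH 7.3 phosphate buffer with DTT and Tween 20. Compounds incubated 12 min at room temperature; inhibition read as lowered polarization.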
# USP2a inhib: inhibitors of human ubiquitin-specific protease USP2a; USP2a enzymatic assay, qHTS inhibition; Potency, µM (doses to about 38.3 µM), for inactives: at the highest dose activity change, negative = inhibition, most hits filed as inhibitors; 60,000 compounds, 0.1% hits; AID 927;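 further: potency means the concentration at half of the fitted maximal effect; nearly all actives have a fitted effect of over 60% in size; plate controls were DMSO for no effect and NEM full inhibition control for full effect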
#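 Coupled readout: USP2-cleaved Ub-PLA2 (20nM final) turns over NBD C6-HPC (20uM final), Ex 460nm/Em 535nm after 2.5 h, time-zero read flagging artifacts. Enzyme (20nM final, pH 8.0 Tris) given 30 min RT with compound first; NEM defines full inhibition.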
# Fluorescein autfl: fluorescein region autofluorescence | Compound autofluorescence, 480/540 nm, fluorescein-equivalent; stronger effect = higher value | max fluorescein-equivalent concentration, M | 59,000 compounds, 0.91% hits; in the data active means max fluorescein-equivalent concentration above about 10 nM; inconclusive means between about 1.1 nM and that limit
#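 Compounds were pin-transferred into 100 mM Tris buffer, pH 8.0, and incubated 15 min at room temperature. Fluorescence was read at 480 nm excitation/540 nm emission. Signals were normalized to an on-plate six-point fluorescein standard curve as dye-equivalent concentration.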
# Casp1 inh: blocks human caspase-1 allosterically or competitively | P29466 | Caspase-1 enzyme, Ac-WEHD-AFC fluorogenic rate | Potency, µM (series often up to 57.5 µM), for inactives: at the highest dose activity change, negative = inhibition, most hits filed as inhibitors | 75,000 compounds, 0.03% hits | AID 900;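 further: potency means the concentration at half of the fitted maximal effect; plate controls were vehicle for no effect and no substrate for full effect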
# BRCT inh red: disrupts BRCA1 BRCT binding to phosphoprotein, red fluorophore readout; BRCT-phosphopeptide binding, red fluorescence polarization; Potency, µM (top dose mostly 76.9 µM), for inactives: top-dose activity change, negative = inhibition, actives largely listed as inhibitors; 75,000 compounds, 0.03% hits; AID 892; further: on the % scale 0 is the no-effect control and ±100 the full control effect
#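 Rhodamine-labelled pBACH1 10-mer (100 nM) bound to BRCT domain (100 nM) at pH 7.3; compounds incubated 12 min room temperature, polarization read. Free peptide defines full inhibition; unlabelled decapeptide titrated as control.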
# The depositor's hits bear a star; i = inactive; ? = inconclusive; · = no result given; & = joins results of further samples; [ ] = dose if it differs, or a comment. Unless noted, the call rests on the fitted dose curve; in most records, active means well fitted curve in the direction sought with a large enough effect; inconclusive means small, poorly fitted or top-dose-only effect, or another doubt; inactive means no such curve, though single readings can be large; an effect the other way counts as inactive or inconclusive.
Structure | UbGFP stabilizer | HEK293 cAMP ctrl | Casp7 inh | Epigenetic mod | A350 fluor | 4-MU autofl | BRCT PPI green | USP2a inhib | Fluorescein autfl | Casp1 inh | BRCT inh red
CCn1c(=O)cc(SCC(=O)N2CCC3(CC2)OCCO3)c2ccccc21 | · | -4% | 1% | -2% | ? | i | -1.2% | 5% | i | -1% | 0.5%
O=C(NC[C@@H]1CCCCN1)c1cc(OCC(F)(F)F)ccc1OCC(F)(F)F | -6%[20.5 µM] | 12%[25.6 µM] | 1%[25.7 µM] | -1%[20.6 µM] | i | i | -0.8%[34.4 µM] | -10%[17.1 µM] | ? | -3%[25.7 µM] | -0.6%[34.4 µM]
Cc1nn(C2CCOC(C)(C)C2)c2c1C(c1ccc3c(c1)OCO3)SCC(=O)N2 (configuration not stated) | · | -9% | -1% | · | · | · | -1.1% | · | · | -2% | -1.5%
Cc1ccc2nc(-c3ccncc3)cc(C(=O)N3CCC4(CC3)OCCO4)c2c1 | -5% | 1% | 0% | 10% | i | i | 0.5% | 10% | i | 2% | -1.9%
COc1ccc(/C=C/c2cc(O)cc(O)c2)cc1 | · | · | 0% | · | · | · | -1.0% | 2% | · | 1% | 0.0%
C#CC1(O)CCC2C3CCC4=CC(=O)CCC4(C)C3CCC21C (configuration not stated) | · | · | -1% | · | · | · | -1.9%[3.08 µM] | -4% | · | -1% | -1.6%
NC1CCCCC1N=Cc1c(O)n(CCc2ccc(F)cc2)c(=O)[nH]c1=O (configuration not stated) | 4% | ? | 0% | 2% | i | i | -0.3% | 8% | i | -2% | -3.4%
CC(C)CNCCc1ccccn1 | -6%[9.17 µM] | 0%[11.4 µM] | 1%[11.5 µM] | -3%[9.22 µM] | i | i | -0.3%[15.4 µM] | · | ? | -4%[11.5 µM] | 0.8%[15.4 µM]
NC(=O)c1ccc(C(=O)Nc2ccc([As](=O)(O)O)cc2)cc1 | 0%[9.17 µM] | 0%[11.4 µM] | -3%[11.5 µM] | -3%[9.22 µM] | i | i | -2.1%[15.4 µM] | · | ? | 0%[11.5 µM] | 0.9%[15.4 µM]
ClC1=C(Cl)C2(Cl)C3C4C=CC(C4)C3C1(Cl)C2(Cl)Cl (configuration not stated) | · | -6% | 1% | · | · | · | -2.0% | -5% | · | -11% | 0.2%
Cc1cc(N=Nc2ccccc2C)ccc1N | · | -58%[inhibitor] | -1% | · | · | · | 0.7% | · | · | -2% | -0.3%
OCCN1C2CCC1CC(O)(c1ccc(F)cc1)C2 (configuration not stated) | -5% | 12% | 1% | 1% | i | i | -3.9% | -1% | i | 2% | -0.6%
O=C(Cc1ccccc1)OCn1nnc2ccccc2c1=O | -2% | 0% | 1% | 2% | i | i | -0.8% | 4% | i | 1% | -1.5%
Cc1cc(OCC(=O)OC(C)C)c2c3c(c(=O)oc2c1)CCCC3 | · | ? | -6% | · | · | · | -0.1% | · | · | ? | -1.8%
CCOC(=O)C1=C(C)OC(N)=C(C(=O)OCC)C12C(=O)Nc1ccc(Br)cc12 (configuration not stated) | -1% | -8% | -3% | -2% | i | i | -2.9% | 14% | ? | 1% | -1.2%
O=P(OCC(F)(F)C(F)F)(N1CCOCC1)N1CCOCC1 | 1% | -3% | 2% | 0% | i | i | -0.7% | · | i | -1% | -0.4%
CC(C)(c1ccc(OCC2CO2)cc1)c1ccc(OCC2CO2)cc1 (configuration not stated) | · | ? | -3% | · | · | · | -4.5% | · | · | -3% | -0.4%
CC[C@@H](CO)NC(=O)[C@H]1C=C2c3cccc4[nH]cc(c34)C[C@H]2N(C)C1 | -5% | -1% | -19% | 0% | · | · | -1.9% | · | · | -15% | 0.4%
C[N+]1([O-])[C@@H]2CC(OC(=O)[C@@H](CO)c3ccccc3)C[C@@H]1[C@H]1O[C@H]12 (some centres not stated) | -8%[9.17 µM] | 0%[11.4 µM] | 1%[11.5 µM] | 0%[9.22 µM] | ? | ? | -1.8%[15.4 µM] | 9%[17.1 µM] | ? | 2%[11.5 µM] | 0.9%[15.4 µM]
CCCN1CCC[C@H](c2cccc(C#N)c2)C1 | -1% | ? | -2% | 1% | i | i | -5.7% | 0% | ? | ? | 1.2%
COc1ccc2c(c1OC)C(=O)OC2C1c2cc3c(cc2CCN1C)OCO3 (configuration not stated) | · | 8% | -2%&-11% | · | · | · | 1.3%&1.8% | -15% | · | -4%&-11% | -0.6%&2.3%
O=c1[nH]c(=O)n(-c2cccc(Cl)c2)c(O)c1/C=N/c1ccccn1 | -3% | -5% | 0% | -3% | ? | ? | -2.2% | -1% | i | 3% | 0.5%
COc1cc2c(cc1OC)[C@@H]1C(=O)c3ccc4c(c3OC1CO2)CC(C(C)C)O4 (some centres not stated) | · | · | 1% | · | · | · | -0.8% | 32%[activator] | · | -2% | 0.5%
Cn1c(O)c(C=NCc2ccco2)c(=O)n(C)c1=O | -25% | 16% | 0% | 5% | · | · | 0.5% | -3% | · | -4% | -1.9%
C=CCOC(=O)C1=C(C)OC(N)=C(C(=O)OCC)C12C(=O)N(CC(N)=O)c1ccccc12 (configuration not stated) | -3% | 8% | -2% | -3% | i | i | -2.0% | 3% | i | -1% | 0.2%
CCOC(=O)c1c(C)n(COCCO)c2ccc(O)cc12 | 3% | -3% | 0% | ? | i | i | -1.5% | 2% | i | -2% | -3.5%
O=C(CN1CCN(Cc2cccc(Cl)c2)C1=O)N1CCC2(CC1)OCCO2 | 0% | ? | -2% | 4% | i | i | -0.9% | 4% | i | 2% | -1.3%
c1ccc(CCN2CCCCCC2)nc1 | 4%[9.17 µM] | 12%[11.4 µM] | -2%[11.5 µM] | 2%[9.22 µM] | i | i | 0.7%[15.4 µM] | · | i | -4%[11.5 µM] | 0.2%[15.4 µM]
CN1CC[C@@]2(CCCN(C(=O)Oc3ccccc3)C2)C1 | -1% | 6% | -2% | 2%[9.22 µM] | i | i | -2.2% | 2% | i | -3% | -0.3%
Cn1ccnc1P(=S)(c1nccn1C)c1nccn1C | -1% | 2% | -1%[0.00368 µM] | -2% | i | i | -2.1% | -9% | ? | 1% | -0.9%
C[C@@H](Cc1ccc(Cl)cc1Cl)NO | 1%[9.17 µM] | -3%[11.4 µM] | -2%[11.5 µM] | 3%[9.22 µM] | i | i | -2.2%[15.4 µM] | · | ? | 2%[11.5 µM] | 0.6%[15.4 µM]
Cc1cc(Cl)ccc1N=Cc1c(O)n(C)c(=O)n(C)c1=O | 14%[9.17 µM] | ? | 0% | -2% | · | · | 0.9% | 0%[7.66 µM] | · | -2% | 0.2%
O=C(O)[C@@H](O)[C@@H](O)[C@@H]1[O][Sb][O][C@@H]1CO | -5%[9.17 µM] | -5%[11.4 µM] | -2%[11.5 µM] | 0%[9.22 µM] | i | i | -0.1%[15.4 µM] | · | i | 2%[11.5 µM] | -0.9%[15.4 µM]
C=CCn1c(O)c(C(CC)=NCCCO)c(=O)[nH]c1=O | -4% | -8% | 1% | 0% | ? | 1.5e-08M* | -0.4% | 4% | i | -1% | 0.0%
CN1C(=O)N(C)C(=O)C2(Cc3c(nc4ccccn4c3=O)N3CCC(Cc4ccccc4)CC32)C1=O (configuration not stated) | 7% | 13% | -1% | 0% | 1.5e-07M* | 1.3e-07M* | 0.3% | 37%[activator] | ? | -1% | 0.1%
O=C(O)[C@H]1CCN1 | -11% | -15% | 1% | -1% | i | i | -1.2% | 2% | i | 2% | 0.6%
NC1C[C@H]1c1ccccc1 (some centres not stated) | · | · | -1% | · | · | · | -0.4%[3.08 µM] | -14% | · | -1% | -1.6%
C=C1C/C(=C\C)C(=O)O[C@@H]2CCN3CC=C(COC(=O)[C@@]1(C)O)[C@H]23 | -6%[20.5 µM] | -2%[25.6 µM] | -1%[25.7 µM] | -2%[20.6 µM] | i | i | -0.8%[34.4 µM] | -6%[17.1 µM] | ? | 1%[25.7 µM] | -0.1%[34.4 µM]
Cc1cccc(C2=NCC(=O)N(CC(=O)NCc3ccco3)c3sc4c(c32)CCCC4)c1 | -3% | ? | -3% | -3% | ? | ? | 4.9% | 19% | ? | -4% | -1.0%
CCOc1cccc(C2NCc3ccccc3-n3cccc32)c1O (configuration not stated) | 3% | 23% | 1% | 5% | i | i | -1.2% | 0% | i | 0% | 0.4%
O=c1[nH]c(=O)n(C2CCCCCC2)c(O)c1C=NCC1CCCO1 (configuration not stated) | -5% | -1% | -1% | 4% | i | i | -1.5% | 4% | i | -2% | -0.7%
CC1CC(Cl)CCC1C(=O)OC(C)(C)C (configuration not stated) | · | · | 0% | · | · | · | -1.7% | -4% | · | 0% | 1.0%
O=C(C1CCC(=O)N1Cc1ccc(F)cc1)N1CCC2(CC1)OCCO2 (configuration not stated) | -14% | 4% | 1% | 2% | i | i | -3.2% | -4% | i | 1% | -0.6%
C[C@]1(C(=O)O)[C@@H]2CC[C@@H](O2)[C@@]1(C)C(=O)O | 7% | 16% | -1% | 0% | i | i | 5.4% | -3% | ? | 2% | -2.3%
ClCBr | · | 26% | -1% | · | · | · | 1.0% | · | · | -1% | 1.1%
C#CCO | · | 13% | -1% | · | · | · | 0.6% | · | · | -3% | 0.0%

# A portion of the library, so the mix of outcomes need not match the whole.
